Growth percent in the NCI-60 one-dose screen (48 h, 10 µM unless noted): 100 = growth as untreated, 0 = no growth, -100 = all killed.
SK-MEL-28 – SK-MEL-28 melanoma | 81,000 tested, 4.1% active | AID 1794761
HOP-62 – HOP-62 NSCLC; 80,000 tested, 3.9% active; AID 1794735
M14 – M14 melanoma; 80,000 tested, 6.2% active
HOP-92 – HOP-92 NSCLC cells. 71,000 tested, 6.3% active. AID 1794738
CCRF-CEM – CCRF-CEM leukemia. 77,000 tested, 7% active. AID 1794778
EKVX – EKVX NSCLC | 71,000 tested, 3% active
SK-MEL-5 – SK-MEL-5 melanoma; 80,000 tested, 6.4% active; AID 1794755
A549/ATCC – A549/ATCC NSCLC; 81,000 tested, 3.7% active; AID 1794740
The depositor's hits bear a star; nt = no result given; & = joins results of further samples; [ ] = remark or other dose. The calls were made as follows: active = growth percent below 10; inactive = the rest.

1: COc1ccc(CCNC(=O)c2ccc(Cl)cc2)cc1OC
2: O=c1[nH]c2ccc(Oc3ncccn3)cc2c(=O)n1Cc1cccc(NC(=S)Nc2c(Cl)cccc2Cl)c1
3: COc1ccc(C2c3c(c4cc(Cl)ccc4[nH]c3=O)Oc3ncn4nc(-c5ccco5)nc4c32)cc1 (stereo unspecified)
4: C/C=C(\C)C1=C2CC[C@H](c3ccccc3)O[C@@H]2CCCN1S(=O)(=O)c1ccc(C)cc1
5: CCCCCCCCCC(CCCCCCCCC)NCc1ccccc1
6: N#CCCOC(=O)Nc1ccccc1
assay / compound	1	2	3	4	5	6
SK-MEL-28	108.5	110.1[8.75 µM]	108.8	105.4	100.2	115.8
HOP-62	100.2	92.9[8.75 µM]	92.6	102.9	95.5	87.4
M14	96.0	96.7[8.75 µM]	94.7	103.3	98.5	102.8
HOP-92	87.5	78.7[8.75 µM]	93.6	63.5	74.8	nt
CCRF-CEM	110.9	100.9[8.75 µM]	100.2	100.3	111.0	112.3
EKVX	112.9	85.8[8.75 µM]	101.0	97.9	92.2	102.9
SK-MEL-5	106.3	98.3[8.75 µM]	99.6	96.2	92.7	109.4
A549/ATCC	104.9	91.3[8.75 µM]	102.1	95.3	98.2	107.7

Arranged by number of heavy atoms (low to high): part of the list above
6: N#CCCOC(=O)Nc1ccccc1
1: COc1ccc(CCNC(=O)c2ccc(Cl)cc2)cc1OC
3: COc1ccc(C2c3c(c4cc(Cl)ccc4[nH]c3=O)Oc3ncn4nc(-c5ccco5)nc4c32)cc1 (stereo unspecified)
assay / compound	6	1	3
SK-MEL-28	115.8	108.5	108.8
HOP-62	87.4	100.2	92.6
M14	102.8	96.0	94.7
HOP-92	nt	87.5	93.6
CCRF-CEM	112.3	110.9	100.2
EKVX	102.9	112.9	101.0
SK-MEL-5	109.4	106.3	99.6
A549/ATCC	107.7	104.9	102.1

Carrying on:
7: CC(=O)N1N=C(c2ccc(Nc3nc(Nc4ccc(F)cc4)nc(Nc4ccc(F)cc4)n3)cc2)CC1c1ccccc1 (stereo unspecified)
8: c1ccc2c(c1)Oc1cccnc1-n1nccc1-2
9: CC(=O)N1N=C(c2ccc(-n3ccc(C(F)(F)F)n3)cc2)CC1c1ccc[nH]1 (stereo unspecified)
10: N=C(N)c1ccc(-c2cccs2)cn1
11: Cc1nn(-c2ccc(Br)cc2)c2nc(C(F)(F)F)nc(Nc3ccc(NCc4c(-c5ccccc5)no[n+]4[O-])cc3)c12
12: C#CCNC(=O)c1ccc(N=Nc2ccccc2)cc1
assay / compound	7	8	9	10	11	12
SK-MEL-28	97.5	102.4	100.0	85.5	89.5	108.3
HOP-62	85.9	103.8	103.4	97.7	68.3	118.2
M14	85.0	100.8	90.6	98.4	71.9	98.1
HOP-92	58.3	90.0	118.7	39.0	82.3	89.3
CCRF-CEM	-14.7*	103.6	91.2	nt	60.4	nt
EKVX	105.4	104.3	96.4	78.6	71.1	84.5
SK-MEL-5	69.6	95.7	101.8	93.1	61.7	91.8
A549/ATCC	86.4	99.6	101.3	103.0	82.4	83.1

13: CCCn1c(=O)c2c(nc(NCCc3ccc(O)c(O)c3)n2C)n(C)c1=O
14: OCCNC(Cc1ccccc1)C1CC=CCC1 (stereo unspecified)
15: COc1cc(Cn2c(-c3ccccc3)c(Cl)c3c2-c2oncc2CC3)cc(OC)c1
16: Nc1ccccc1/C=C1\Cc2ccccc2C1=O
17: O=C1OC(c2ccc3ccccc3c2O)(c2ccc3ccccc3c2O)c2ccccc21
18: CCCCCCCCCCNCc1ccccc1
assay / compound	13	14	15	16	17	18
SK-MEL-28	101.3	85.2	92.3	108.6&124.0	129.9	101.6
HOP-62	95.7	81.6	101.9	106.7&94.0	102.8	91.5
M14	96.4	97.1	79.0	118.9&116.5	111.6	94.3
HOP-92	111.8	75.5	51.7	88.5	91.9	75.9
CCRF-CEM	93.6	88.7	9.9*	102.1&97.1	50.4	103.3
EKVX	96.9	95.0	90.6	86.0&72.6	90.7	92.1
SK-MEL-5	103.7	100.3	109.0	88.8&88.5	75.5	89.5
A549/ATCC	112.6	83.6	53.5	101.0&89.2	97.4	94.1

19: CN(C)CCC(O)(c1ccccc1)c1ccccc1Cl (stereo unspecified)
20: Cc1ccccc1NC(=O)c1sc2nc(C)c(C(=O)/C=C/c3ccccc3)cc2c1N
21: COCCCNc1nc2ccccc2c2c(=O)c3cc(F)ccc3sc12
22: O=C(NCCCl)NC1CC2CCC1C2 (stereo unspecified)
23: CC(=O)Nc1cc(F)cc(C(F)(F)F)c1Cl
24: O=C(N/N=C/c1ccccc1Cl)C(=O)Nc1cccc(C(F)(F)F)c1
assay / compound	19	20	21	22	23	24
SK-MEL-28	109.2	42.0	124.2	104.3	100.9	112.7
HOP-62	nt	9.2*	101.6	110.9	99.3	105.7
M14	101.5	4.8*	110.8	99.2	99.2	105.2
HOP-92	104.6	37.0	89.0	nt	93.7	92.2
CCRF-CEM	95.3	8.4*	81.1	88.0	102.4	100.2
EKVX	93.6	59.6	92.8	nt	98.0	nt
SK-MEL-5	99.5	17.7	95.2	103.4	nt	96.6
A549/ATCC	94.8	14.3	87.6	94.5	103.2	88.8

25: Fc1ccc2[nH]c3nc(=S)[nH]nc3c2c1
26: O=C(NCc1ccccc1)C(Cl)Cl
27: CCCCC(CC)C(=O)OC(C)C(=O)Nc1ccccc1 (stereo unspecified)
28: COc1cc(-c2nc(-c3nnc(-c4ccccc4F)o3)c3ccccn23)cc(OC)c1OC
29: O=C1C(=Cc2ccc3cccc(Cl)c3n2)C(=O)c2ccccc21
30: O=C(Oc1cc(OC(=O)c2ccccc2)cc(OC(=O)c2ccccc2)c1)c1ccccc1
assay / compound	25	26	27	28	29	30
SK-MEL-28	105.9	96.1	104.9	97.4	112.0	117.9
HOP-62	107.5	98.6	108.1	99.1	101.3	98.2
M14	104.0	101.4	107.4	113.1	98.8	107.6
HOP-92	99.7	95.1	95.0	72.9	78.7	nt
CCRF-CEM	102.2	103.0	93.5	75.6	117.7	94.9
EKVX	nt	95.4	nt	97.8	76.2	nt
SK-MEL-5	97.3	101.3	90.3	70.6	94.1	95.6
A549/ATCC	97.7	97.4	100.7	87.8	101.5	99.9

31: CCCCC1COc2cccc3c2N1C=C/C3=C\C(=O)N(C)c1ccccc1Br (stereo unspecified)
32: O=C(c1ccccc1)c1ccc[n+](CCc2ccccc2)c1
33: Nc1cc(C(=O)Nc2cccc(C3=NCCN3)c2)ccc1C(=O)Nc1cccc(C2=NCCN2)c1
34: COC(=O)c1ccc2c(c1)nc(-c1cc3ccccc3[nH]c1=O)n2-c1cc(C(C)(C)C)[nH]n1
35: COc1cc(C2CCN(Cc3ccccc3)CCO2)cc(OC)c1OC (stereo unspecified)
36: OCc1ccc(CO)cc1
assay / compound	31	32	33	34	35	36
SK-MEL-28	99.8	101.4	102.1	84.1	102.1	105.8
HOP-62	101.5	99.6	109.2	66.5	112.9	112.2
M14	98.3	99.4	103.3	58.2	106.2	120.9
HOP-92	105.1	90.8	100.7	nt	89.1	nt
CCRF-CEM	92.7	102.3	98.2	30.3	94.8	61.4
EKVX	96.6	99.7	101.8	85.6	nt	106.3
SK-MEL-5	99.8	97.9	100.4	74.9	100.7	95.5
A549/ATCC	109.4	112.4	100.5	81.5	102.2	94.7

37: O=C(CC(c1ccccc1)N1CCOCC1)c1ccccc1 (stereo unspecified)
38: CCCc1nn2c(CCC(=O)c3nc4ccc([N+](=O)[O-])cc4[nH]3)nnc2s1
39: O=c1[nH]c(Nc2ccccc2)cc2ccccc12
40: CCOc1ccc(/C=C(\C#N)C(=O)Nc2ncc(Cc3ccc(Cl)c(Cl)c3)s2)cc1
41: CCCCCCCCCCCCCCCC(=O)OC(=O)CCCCCCCCCCCCCCC
42: O=[N+]([O-])c1ccc(CO)cc1
assay / compound	37	38	39	40	41	42
SK-MEL-28	nt	102.8	109.0	102.8	99.0	112.2
HOP-62	88.2	106.1	100.6	85.2	103.5	90.8
M14	95.8	99.6	103.4	72.3	108.4	103.3
HOP-92	nt	113.9	88.3	66.0	100.7	110.0
CCRF-CEM	79.6	109.1	102.3	99.4	94.1	105.5
EKVX	89.3	95.6	101.5	94.3	nt	101.2
SK-MEL-5	97.2	118.5	99.7	98.2	104.1	101.2
A549/ATCC	97.4	99.9	99.0	91.4	99.3	nt

43: O=C1CCC(C2CCc3cc(O)ccc3C2)C1 (stereo unspecified)
44: CN1C(=O)NNC(=O)c2ccccc21
45: CC/C(=C(\c1ccc(OCCN2CCCCC2)cc1)c1ccc(OC(=O)Cc2ccccc2)cc1)c1ccc(OC)cc1
46: CN(C)CCOc1ccc(C(=O)C(=O)N2CCCCC2)cc1
47: COc1ccccc1CNCCCN1C(=O)c2ccc3c4c(ccc(c24)C1=O)C(=O)N(CCCCNCCCN)C3=O
48: CC1C2CCC(C2)C1COCCOCCO (stereo unspecified)
assay / compound	43	44	45	46	47	48
SK-MEL-28	107.7	100.7	103.7	105.7	-19.4*	108.8
HOP-62	110.3	107.8	92.7	103.3	40.1	108.1
M14	123.1	105.2	87.7	111.8	-49.3*	111.6
HOP-92	93.0	107.0	69.3	107.5	nt	105.3
CCRF-CEM	91.8	103.6	17.3	95.3	2.3*	111.6
EKVX	61.5	nt	105.3	100.0	48.1	111.9
SK-MEL-5	99.1	105.9	97.1	105.9	-97.1*	106.2
A549/ATCC	100.2	93.3	98.3	98.8	33.0	92.0

Values by screen from the entries so far:
HOP-62 for entries 43–48: 110.3, 107.8, 92.7, 103.3, 40.1, 108.1
SK-MEL-5 for entries 43–48: 99.1, 105.9, 97.1, 105.9, -97.1*, 106.2

(more compounds)
49: CCOC(=O)Nc1nccs1
50: C=CCOC(=O)C1=C(C)NC2=C(C(=O)CC(c3ccc(Cl)cc3)C2)C1c1cc(OC)c(OC)c(OC)c1 (stereo unspecified)
51: COc1ccc2[nH]c(O)c(C(=Nc3ccc(N(C)C(=O)CN4CCN(C)CC4)cc3)c3ccccc3)c2c1
52: c1ccc(CNc2nnc(-c3cccnc3)s2)cc1
53: COc1ccc(CC(=O)O)cc1OC
54: C=C(C)[C@@H]1C[C@@H]2Cc3cc(Cl)ccc3N1O2
assay / compound	49	50	51	52	53	54
SK-MEL-28	110.5	103.9	42.4	101.4	92.8&106.6	107.6
HOP-62	102.7	80.4	23.5	106.9	106.3&105.0	93.4
M14	106.1	101.0	29.3	96.7	102.0&104.1	95.3
HOP-92	92.3	69.2	12.7	103.0	110.0&96.2	25.2
CCRF-CEM	nt	98.9	23.2	97.6	110.7&102.3	-70.8*
EKVX	99.4	93.0	52.3	112.1	97.8	84.7
SK-MEL-5	99.5	86.7	67.3	109.4	101.9&99.1	95.8
A549/ATCC	98.3	80.5	24.2	90.1	103.8&97.4	95.4

55: O=C(O)CCn1ccc2ccccc21
56: CCOc1ccccc1/C=N/N=C(N)N
57: C=C1C(=O)O[C@H]2[C@H]1CC/C(COC(=O)CCCCC(=O)OC/C1=C/CC[C@@]3(C)O[C@H]3[C@H]3OC(=O)C(=C)[C@@H]3CC1)=C\CC[C@@]1(C)O[C@@H]21
58: COc1cc(CN(CCC(O)c2ccc(Cl)cc2)Cc2ccccc2)cc(OC)c1OC (stereo unspecified)
59: C/C=C(/C)N(C(C)=O)N(C(C)=O)c1ccc([N+](=O)[O-])cc1[N+](=O)[O-]
60: COc1cc(CCn2nnc3c(NCCCCO)ncnc32)cc(OC)c1
61: CCOC(=O)[C@H](CSSc1ncnc2cc[nH]c12)NC(=O)[C@@H](C)c1ccc2cc(OC)ccc2c1
assay / compound	55	56	57	58	59	60	61
SK-MEL-28	107.6	118.0	76.8	85.1	117.2	109.3	69.2
HOP-62	103.3	106.8	86.8	104.0	102.6	112.5	23.2
M14	101.2	101.7	47.8	96.7	100.9	90.3	6.5*
HOP-92	104.0	63.8	61.1	87.0	95.5	83.8	46.0
CCRF-CEM	105.2	94.6	0.4*	91.8	92.4	95.0	12.7
EKVX	102.2	102.1	59.1	73.1	107.0	nt	nt
SK-MEL-5	107.2	99.5	77.9	28.4	102.0	99.1	45.0
A549/ATCC	103.8	89.8	94.9	79.5	108.7	100.6	59.9

High-throughput results: PubChem, NCI
